MsrA inh: bovine MsrA inhibition | purified bovine MsrA, absorbance read-out | inhibition, % at 15.5 µM | 360,000 tested, 0.75% active; in the data active = inhibition above about 4.5%;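 note: 0% = vehicle wells with enzyme and 100% = reference inhibitor wells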
Rin1-Abl PPI inh: blocks binding of human Rin1 to Abl. P00519+Q13671. TR-FRET Rin1/Abl binding, biochemical. inhibition, % at 7.35 µM. 360,000 tested, 0.4% active; in the data active = inhibition above about 5%, passing the limit was not always enough
FAS TE block: inhibitors of human fatty acid synthase thioesterase domain; P49327; recombinant FAS-TE, OMFH fluorogenic substrate, fluorescence endpoint; inhibition, % at 15 µM; 360,000 tested, 0.67% active; AID 602261;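 active = compounds whose normalised, plate-corrected inhibition of enzyme fluorescence in the single-dose primary screen is 50% or more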;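 note: 0% = DMSO with enzyme and 100% = substrate without enzyme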
TbMetRS inhib: Trypanosoma brucei MetRS inhibition; inhibition, % at 11.9 µM; purified T. brucei MetRS, ATP depletion, Kinase-Glo luminescence; 360,000 tested, 0.4% active;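 active = inhibition above a per-plate cutoff of the control wells' mean inhibition plus 3 SD, cut at about 5.5% in these data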;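 note: 0% = DMSO wells median and 100% = median of wells with control inhibitor compound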
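Dosing: 11.9 µM compound single dose, 0.9% DMSO; Assay system: purified T. brucei MetRS enzyme; Measured by: Kinase-Glo luciferase luminescence reporting remaining unconsumed ATP; Schedule: 15 min plus 2 h at 25 °C.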
Neddyl block: blocks human cullin neddylation. AID 651699. 360,000 tested, 0.58% active. TR-FRET cullin neddylation, biochemical. calls only at 25 µM. P61081+Q13564; in the data active = inhibition above about 36%
eLon inh: E. coli protease La inhibition; AID 602123; inhibition, % at 7.94 µM; 360,000 tested, 0.42% active; P0A9M0; purified E. coli Lon protease, fluorescence polarization; in the data active = inhibition above about 13%, passing the limit was not always enough;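 note: 0% = enzyme with probe and DMSO and 100% = no enzyme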
Target sequence (P0A9M0 whole entry, looked up): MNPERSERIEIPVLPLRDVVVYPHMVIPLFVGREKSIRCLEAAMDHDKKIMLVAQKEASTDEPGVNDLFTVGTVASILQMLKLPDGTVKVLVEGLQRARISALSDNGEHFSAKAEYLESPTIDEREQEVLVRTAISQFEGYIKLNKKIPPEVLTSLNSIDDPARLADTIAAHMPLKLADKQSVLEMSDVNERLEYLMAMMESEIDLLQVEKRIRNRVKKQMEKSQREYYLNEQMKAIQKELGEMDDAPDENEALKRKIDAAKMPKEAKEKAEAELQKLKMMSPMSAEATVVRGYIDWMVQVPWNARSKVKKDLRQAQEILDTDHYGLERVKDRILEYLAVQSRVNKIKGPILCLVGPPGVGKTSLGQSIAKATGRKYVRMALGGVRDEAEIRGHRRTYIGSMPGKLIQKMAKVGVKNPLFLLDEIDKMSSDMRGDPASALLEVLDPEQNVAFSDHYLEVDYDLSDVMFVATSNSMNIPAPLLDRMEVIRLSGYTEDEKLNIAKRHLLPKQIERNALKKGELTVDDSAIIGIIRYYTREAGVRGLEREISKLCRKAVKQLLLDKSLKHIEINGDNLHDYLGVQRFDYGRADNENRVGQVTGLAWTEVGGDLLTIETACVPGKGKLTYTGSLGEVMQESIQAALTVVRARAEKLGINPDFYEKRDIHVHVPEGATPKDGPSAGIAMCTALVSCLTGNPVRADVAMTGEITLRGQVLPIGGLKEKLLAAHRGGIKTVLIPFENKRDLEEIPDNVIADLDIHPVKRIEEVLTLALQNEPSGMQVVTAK
PABP1 MLLE inh: inhibitors of microRNA-mediated deadenylation, human PABP1 MLLE binding. GST-MLLE / FITC-PAM2 fluorescence polarization. inhibition, % at 20 µM. P11940. 360,000 tested, 0.36% active. AID 588489; in the data active = inhibition above about 35%, passing the limit was not always enough;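 note: plate controls were DMSO wells with GST-MLLE for no effect and wells lacking GST-MLLE protein for full effect; some results filed as inactive read as strong as hits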
bovine MsrA act: activators of bovine methionine sulfoxide reductase A | activation, % at 10.6 µM | 360,000 tested, 0.3% active | purified bovine MsrA, absorbance read-out | AID 602163; in the data active = activation above about 7.5%;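 note: 0% = vehicle and 100% = reference activator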
CSN deneddyl inh: inhibitors of human CSN-mediated cullin deneddylation | Q92905 | Purified CSN, SCF-Nedd8-OG deneddylation, fluorescence polarization | inhibition, % at 12.5 µM | 360,000 tested, 0.38% active | AID 651999;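 active = pattern-corrected inhibition above about 35%, with an unprinted fluorescence ratio check between 0.5 and 1.5, limit read from the data, passing the limit was not always enough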;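 note: 0% = enzyme with substrate and 100% = substrate without enzyme; some results filed as inactive read as strong as hits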
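Material: human Csn5 produced in HEK293T cells; Input: enzyme 0.24 nM; Reagent: SCFSkp2-Nedd8OG substrate at 10 nM final; Dosing: 12.5 µM compound; Incubation: 90 min reaction at room temperature; Detection: fluorescence polarization of the substrate; Evaluation: % inhibition of substrate cleavage by Csn5; Control set: substrate-only high control, full reaction low control.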
* = called active by the depositor; i = inactive; nt = no result given.

SMILES	MsrA inh	Rin1-Abl PPI inh	FAS TE block	TbMetRS inhib	Neddyl block	eLon inh	PABP1 MLLE inh	bovine MsrA act	CSN deneddyl inh
CC(NC(=O)c1ccco1)C(=O)N1CCN(C(c2ccccc2)c2ccccc2)CC1 (stereo not drawn)	-0.8	2	1	-0.1	i	10	-9	-2	4
COc1cc(SC)ccc1C(=O)NCCOc1ccccc1Cl	-0.1	5	19	-0.4	i	0	-2	2	4
N#Cc1c(-c2ccc(F)cc2)noc1N	0.5	-3	-5	-0.5	i	-5	4	0	2
O=C(NC1CCN(Cc2ccccc2)CC1)c1cc(Br)c(Br)[nH]1	1.5	-5	0	-0.3	i	-3	3	0	-3
O=C1C=C(Nc2ccc(Cl)cc2)C(=O)N1c1ccc(Cl)cc1	-1.3	0	-4	1.8	i	-3	25	-4	5
CC(=O)N1CCN(Cc2cc(=O)oc3cc(C)ccc23)CC1	-0.9	2	-15	-0.4	i	-5	10	-3	-2
COc1ccc(-c2nc3c4ccccc4ccn3c2Cc2ccccc2)cc1OC	-0.1	1	13	0.4	i	-10	-4	0	6
CC(C)(CO)CNc1ccn2nccc2n1	1.1	-1	-11	-0.3	i	1	-9	0	-3
CCCCNC(=O)c1cc2c(=O)n3cccc(C)c3nc2n(Cc2ccccc2)c1=N	1.4	3	17	0.3	nt	-7	-8	-2	-3
CN(CCOc1ccccc1)C(=O)c1cc([N+](=O)[O-])ccc1N1CCOCC1	2.1	-2	34	-0.4	i	0	3	-3	-3
O=C(O)c1ccc(N2CCc3ccccc32)c([N+](=O)[O-])c1	2.5	1	-5	-1.0	i	4	8	-5	4
CC1CCN(S(=O)(=O)c2cccc(C(=O)NCC3CCCO3)c2)CC1 (stereo not drawn)	0.7	3	-5	-0.4	i	2	1	-8	1
Cc1ccc(C(=O)NC(C)C(c2cccs2)N2CCCC2)s1 (stereo not drawn)	-0.1	-3	-2	-0.6	i	5	-5	-4	12
Cc1ccc(C)c(NC(=O)c2cc(S(=O)(=O)N3CCCCC3)c[nH]2)c1	1.4	1	2	0.1	i	-3	13	2	-6
COc1ccc(CN2CCN(c3ccccn3)CC2)c(OC)c1	1.9	3	-4	1.1	i	9	8	3	-1
O=C(Nc1nc(-c2ccco2)c(-c2ccco2)s1)C1CC(=O)N(c2ccc3c(c2)OCCO3)C1 (stereo not drawn)	0.8	1	10	-2.0	i	-1	-29	-9	52
COc1ccc(OCCCC(=O)Nc2nc(-c3ccccn3)cs2)cc1	0.1	-1	8	-0.3	i	-4	19	0	-2
Cc1nnc(N(Cc2ccco2)C(=O)c2ccno2)s1	-0.1	-1	-4	1.7	i	-7	-13	-3	1
COc1cccc2cc(C(=O)C3=C(O)C(=O)N(Cc4ccco4)C3c3cccnc3)oc12 (stereo not drawn)	nt	-7	-3	0.1	i	-13	4	-2	-3
O=[N+]([O-])c1ccccc1NCc1ccccc1Cl	0.0	-5	25	-0.9	i	8	-101	0	0
CCOC(=O)N1CCC(=NNS(=O)(=O)c2cccc([N+](=O)[O-])c2)CC1	-0.6	0	-6	-0.3	i	-5	-1	-3	3
COC(=O)c1ccccc1NC(NC(=O)c1ccco1)C(=O)c1ccccc1 (stereo not drawn)	0.6	-1	14	-0.1	i	-3	19	-4	-6
Cc1ccc2nc(-c3ccccc3)nn2c1	-0.5	-1	0	0.2	i	9	0	-5	3
C=CCNC(=O)CN(c1ccccc1OCC)S(=O)(=O)c1ccc(C)cc1	1.0	5	1	-1.2	i	0	14	-4	-5
CCOC(=O)C=Nc1c(N)n(C)c(=O)n(C)c1=O	0.6	2	-12	-0.1	i	12	-1	-2	3

Taken from the listing for reference:
SMILES	MsrA inh	Rin1-Abl PPI inh	FAS TE block	TbMetRS inhib	Neddyl block	eLon inh	PABP1 MLLE inh	bovine MsrA act	CSN deneddyl inh
CCCCNC(=O)c1cc2c(=O)n3cccc(C)c3nc2n(Cc2ccccc2)c1=N	1.4	3	17	0.3	nt	-7	-8	-2	-3
CN(CCOc1ccccc1)C(=O)c1cc([N+](=O)[O-])ccc1N1CCOCC1	2.1	-2	34	-0.4	i	0	3	-3	-3
O=C(O)c1ccc(N2CCc3ccccc32)c([N+](=O)[O-])c1	2.5	1	-5	-1.0	i	4	8	-5	4

(more compounds)
SMILES	MsrA inh	Rin1-Abl PPI inh	FAS TE block	TbMetRS inhib	Neddyl block	eLon inh	PABP1 MLLE inh	bovine MsrA act	CSN deneddyl inh
CC(C)(C)OC(=O)N(CCc1ccccc1)Cc1ccc(OCc2cccc(NC(=O)c3ccccc3)c2)cc1	-0.2	2	22	0.2	i	-6	-6	-4	5
CCOC(=O)N1CCC(NC(=O)c2cnn3ccccc23)CC1	-0.4	1	-8	-0.5	nt	-4	0	-1	1
O=C(O)c1ccc(N=NN2CCCCC2)cc1	2.9	3	-4	-1.0	i	-7	-10	-10	-7
CCN(CC)CCNC(=O)C(C)c1nn(CC)c(=O)c2ccccc12 (stereo not drawn)	nt	-2	-6	-0.1	i	-6	-5	0	3
COc1ccc(S(=O)(=O)N2CCC(C(=O)NCC3CCCO3)CC2)cc1C (stereo not drawn)	-0.4	1	-6	0.6	i	2	-8	-4	3
Cc1cc(N2CCC(C)CC2)nc(-n2nc(C)cc2C)n1	2.1	1	-1	-0.4	i	-11	3	-1	-2
CCOc1ccccc1NC(=O)COc1cccc(-n2cnnn2)c1	-0.4	-4	3	0.3	i	1	-1	-3	1
COCCNC(=S)Nc1ccccc1[N+](=O)[O-]	0.2	-2	-4	1.2	i	-1	19	-1	5
CCCC(=O)c1ccc(N2CCN(C(=O)c3ccc(Br)cc3)CC2)c(F)c1	-0.8	2	20	-1.3	i	-5	5	-10	0
O=C(CCS(=O)(=O)c1ccc(Cl)cc1)NCCc1c[nH]c2ccccc12	0.4	0	-1	0.9	i	-5	-18	-6	2
COc1ccc2[nH]c(=O)c(CN(Cc3ccco3)C(c3nnnn3Cc3ccccc3)C(C)C)cc2c1 (stereo not drawn)	-0.3	-2	-2	0.3	i	7	19	0	2
CCCC(=O)N(CC(=O)Nc1sc(C)c(C)c1C(N)=O)Cc1ccccc1	0.3	1	-13	-1.1	i	4	9	-9	1
CSc1nnc2c(n1)c(C)nn2-c1ccc(C)cc1	0.8	-1	-7	-1.2	i	7	-16	-7	1
O=C1CCCN1CCCn1cnc2c([nH]c3ccc(F)cc32)c1=O	2.0	-2	-6	0.0	i	-5	-7	-3	0
C/C(=N\NC(=O)Nc1ccccc1)c1ccccc1	-0.1	-4	-6	-0.2	i	-6	9	-6	-2
c1ccc(-c2noc(-c3ccc4ccccc4c3)n2)cc1	-0.1	1	27	-0.2	i	4	6	-3	3
Cc1ccc(S(=O)(=O)N2[C@H](CC(=O)c3ccc(F)cc3)OC[C@@H]2C(C)C)cc1	1.5	nt	nt	-1.0	i	nt	nt	nt	-2
CC#CC(=O)N1CCC(n2nccc2NC(=O)c2ccc3c(c2)OCO3)CC1	3.0	0	-6	-0.3	i	-15	9	-2	-1
Cc1sc(NC(=O)CN2CCOCC2)c(C(=O)c2ccccc2)c1C	0.0	0	2	-0.7	i	5	3	1	-4
CC(=O)N1CCc2cc(S(=O)(=O)NC(C(=O)NCc3ccccc3)C(C)C)ccc21 (stereo not drawn)	0.3	4	-6	-0.3	i	-4	-14	-9	-1
COc1ccccc1Nc1nc(-c2ccc3c(c2)NC(=O)CO3)cs1	-1.1	-2	24	-0.3	i	-3	-6	0	2
COc1ccccc1/C=C1\SC(=O)N(CCC(=O)NCCCn2ccnc2)C1=O	1.7	-3	-3	-0.3	i	2	-3	-1	-1
COC(=O)c1c(C)nn(-c2ccc(F)c(Cl)c2)c1-c1cc(C)on1	-1.1	2	7	0.0	i	2	-3	-1	2
CCn1c(/C=C2\C(=O)N(C)c3ccccc32)nc2ccccc2c1=O	0.9	-1	-3	-0.2	i	5	-7	-3	2
CCOC(=O)C1(CCOC)CCN(Cc2cnc(-c3cccc(C)c3)nc2)CC1	2.0	1	3	0.0	i	-1	0	-3	-14
O=C(N1CCOCC1)C1(c2ccccc2)CCCCC1	1.0	-1	-3	-0.5	i	2	-2	-4	-3
Cc1cc(NC(=O)C2CCN(S(=O)(=O)Cc3ccccc3)CC2)ccc1-n1cnnn1	0.2	3	0	-0.2	i	-1	3	-5	6
O=C(CSc1ncnc2nc[nH]c12)NCCc1ccccc1	0.1	-2	-4	-0.7	nt	2	-4	1	4
CCN(c1ccccc1)S(=O)(=O)c1cc(C(=O)NCC(c2ccco2)N2CCCCC2)ccc1C (stereo not drawn)	0.7	0	17	-0.3	i	-3	-6	-4	18
Cn1c(=O)oc2cc(S(=O)(=O)N3CCC(C(=O)N4CCN(c5ccc(F)cc5)CC4)CC3)ccc21	0.0	1	5	-0.3	i	2	-8	-1	2
CN(C)c1ccc(/C=C2\c3ccccc3C(=O)N2c2ccccc2)cn1	0.5	0	-3	-1.2	i	-2	-57	-3	20
Oc1ccc(/C=N/Nc2cc(N3CCCC3)nc(N3CCCC3)n2)cc1	0.8	-1	-2	-0.6	i	5	70*	-6	1
CCN(C(=O)c1cc2c(=O)[nH]c3ccc(C)cc3c2s1)c1cccc(C)c1	0.6	-1	-4	-0.2	i	5	11	-4	0
CCOc1ncccc1C(=O)OCC(=O)Nc1cc(C)ccc1C	-1.0	0	-2	0.4	i	2	2	0	-2
COc1ccc(C(=O)COC(=O)c2ccccc2NS(=O)(=O)c2ccc(O)c([N+](=O)[O-])c2)cc1	0.7	1	20	-0.5	i	3	10	-3	4
CC(=O)OC(C(=O)NC1CCCCC1)c1ccncc1 (stereo not drawn)	-0.4	-1	-7	0.3	i	1	0	-2	2
N=C(N)N1CCc2ccccc21	-0.1	-1	-8	-0.7	i	1	-3	-1	-2
Cc1ccc2sc(NC(=O)CSc3nc(C)cc(C)c3C#N)nc2c1	-0.5	-4	20	-0.2	i	-7	7	-1	-1
Cc1nn(C)c(C)c1/C=C(\C#N)S(=O)(=O)c1ccc(F)cc1	0.6	-3	-3	0.0	i	-3	4	0	-1
OC[C@@H]1CN(Cc2ccc(F)cc2)C[C@H](n2cnc3c(NC4CCCC4)ncnc32)O1	-0.4	-1	-3	-0.1	i	-9	6	-3	4
Cc1cc(OCC(=O)NC2CC2)c2c(C)c(C)c(=O)oc2c1	-0.2	3	1	0.1	nt	5	7	-2	4
C=CCNCc1cccn1-c1ccccc1	1.4	3	-8	-0.2	i	-2	12	-2	8
O=C(c1ccc(Cl)s1)N(Cc1nnc(-c2ccccc2Cl)o1)C1CC1	-0.9	6	20	-0.3	i	-4	-19	-2	-3
COc1ccc(C(=O)NC(C)c2ccncc2)cc1S(=O)(=O)N(C)Cc1ccccc1 (stereo not drawn)	-0.1	5	-3	-0.1	i	-6	4	-3	0
COc1cc(/C=N/NC(=O)CN(CCc2ccccc2)S(=O)(=O)c2ccc(NC(C)=O)cc2)cc(OC)c1OC	-0.3	-4	3	-0.6	i	9	26	-6	-1
O=C(c1ccc(-c2ccc(Cl)cc2)o1)N1CCN(c2ccc([N+](=O)[O-])cc2Cl)CC1	0.9	-3	30	0.2	i	5	9	-1	3
O=[N+]([O-])c1cccnc1Oc1ccc(OCc2ccccc2)cc1	0.1	0	-2	-0.3	i	6	11	-4	3
N#Cc1cccc(C#N)c1Oc1ccc(S(=O)(=O)Nc2ccccc2)cc1	-0.9	0	27	0.1	i	-2	2	-2	-2
